# D1 ag = Allosteric Agonists of the Human D1 Dopamine Receptor: qHTS; 1% of 360,000 active; HEK293 T-REx D1 cells, calcium flux, agonist mode; activation, % at 2 µM; D(1A) dopamine receptor (Homo sapiens), P21728; note: 0% is about no effect
#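 Tetracycline-induced HEK293 TREx D1 cells, force-coupled to calcium signalling, were dye-loaded with a no-wash calcium kit. Compound was pin-added after a 10 s baseline. Fluorescence was read kinetically at 1 cycle/s for 180 s, with calcium rises flagged as agonism.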
# D2 antag = HTS Assay for Allosteric Antagonists of the Human D2 Dopamine Receptor: Primary Screen for Antagonists; D(2) dopamine receptor (Homo sapiens), P14416; HEK293 TREx D2 cells, calcium flux, dopamine EC80; inhibition, % at 10 µM; 2% of 340,000 active; in the data active = inhibition above about 30%; note: 0% is about no effect
#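 Read-out: kinetic calcium fluorescence (1 cycle/s) in inducible HEK293 T-REx D2 cells after an EC80 dopamine addition that followed 180 s compound preincubation. Loss of the dopamine response indicates antagonism.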
# D1 potentiator = Potentiators of Human D1 Dopamine Receptor: qHTS; D(1A) dopamine receptor (Homo sapiens), P21728; HEK293 TREx D1 cells, calcium flux, dopamine EC20 potentiation; potentiation, % at 10 µM; 0.036% of 360,000 active; AID 504651, 2011; in the data active = potentiation above about 30%; note: 0% is about no effect
# D1 antagonist = Antagonist of Human D 1 Dopamine Receptor: qHTS. HEK293 TREx D1 cells, calcium flux, dopamine EC80; stronger effect = lower value. activity change, negative = inhibition, % at 10 µM. 3.2% of 360,000 active. AID 504652, 2011; in the data active = activity change below about -30%; note: % is set by controls: 0 for no effect and ±100 for the full control effect
#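 After overnight tetracycline induction at 30 C, force-coupled D1 HEK293 cells took up a no-wash calcium dye at room temperature. Compounds were added and monitored 180 s, and the response to EC80 dopamine was then recorded.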
# TRHR ag = qHTS for Small Molecule Agonists and Allosteric Enhancers of Human TRH Receptor: Primary Screen for Agonists; AID 493084, 2011; Thyrotropin-releasing hormone receptor (Homo sapiens), P34981; activation, % at 2 µM; 0.18% of 360,000 active; TRHR cells, calcium flux fluo-8, FDSS agonist mode; note: 0% is about no effect
#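 TRHR-expressing cells loaded with fluo-8 calcium dye; 23 nL library compound pin-transferred, kinetic FDSS fluorescence (Ex 480/Em 530) recorded about 180 s for agonist-induced calcium release, before a 10 nM TRH EC20 addition for potentiator mode.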
# RXFP1 antagonist = qHTS Assay for Antagonists of the Relaxin Receptor RXFP1; Relaxin receptor 1 (Homo sapiens), Q9HBX9; 0.59% of 350,000 active; HEK293-RXFP1, relaxin-stimulated cAMP HTRF, 30 min; stronger effect = lower value; AID 1259400, 2018; activity change, negative = inhibition, % at 57.5 µM;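 active = activity change of -60% or lower, but not beyond a set lower limit; inconclusive = change between -60% and -40%, or beyond the set limit; inactive = change above -40%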; note: % is set by controls: 0 for no effect and ±100 for the full control effect
# Target sequence (Q9HBX9 whole entry, looked up): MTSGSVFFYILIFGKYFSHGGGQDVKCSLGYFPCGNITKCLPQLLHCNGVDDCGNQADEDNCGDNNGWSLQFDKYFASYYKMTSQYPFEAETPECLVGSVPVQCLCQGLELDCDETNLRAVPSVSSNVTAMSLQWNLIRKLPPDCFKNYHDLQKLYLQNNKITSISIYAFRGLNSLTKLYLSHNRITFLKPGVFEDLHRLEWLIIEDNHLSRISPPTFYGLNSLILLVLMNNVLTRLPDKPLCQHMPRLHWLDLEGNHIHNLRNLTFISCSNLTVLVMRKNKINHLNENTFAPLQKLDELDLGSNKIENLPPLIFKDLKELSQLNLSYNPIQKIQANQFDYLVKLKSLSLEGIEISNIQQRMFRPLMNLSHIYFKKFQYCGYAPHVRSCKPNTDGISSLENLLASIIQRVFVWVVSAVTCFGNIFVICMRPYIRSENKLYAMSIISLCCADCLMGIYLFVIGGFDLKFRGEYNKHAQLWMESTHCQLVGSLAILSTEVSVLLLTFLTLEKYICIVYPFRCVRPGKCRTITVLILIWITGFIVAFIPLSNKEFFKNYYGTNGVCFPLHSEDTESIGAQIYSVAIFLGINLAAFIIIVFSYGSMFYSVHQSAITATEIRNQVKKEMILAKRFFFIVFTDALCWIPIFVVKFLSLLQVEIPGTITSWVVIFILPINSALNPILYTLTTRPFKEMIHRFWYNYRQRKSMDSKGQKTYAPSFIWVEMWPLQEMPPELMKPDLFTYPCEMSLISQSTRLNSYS
# D2 ag = HTS Assay for Allosteric Agonists of the Human D2 Dopamine Receptor: Primary Screen for Agonists | 0.53% of 340,000 active | D(2) dopamine receptor (Homo sapiens), P14416 | activation, % at 2 µM | HEK293 T-REx D2 cells, calcium flux agonist mode;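 active = activation over 3 SD above normal in the single-dose calcium agonist read, cut at about 30% in these data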; note: 0% is about no effect
#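 Tetracycline-induced HEK293 Trex cells with D2 receptor force-coupled to calcium signaling, plated overnight at 30 C and loaded with no-wash calcium dye. Calcium flux read kinetically for 180 s after compound addition; responses flag agonists.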
# D2 PAM = HTS Assay for Positive Allosteric Modulators of the Human D2 Dopamine Receptor: Primary Screen for Potentiators. HEK293 T-REx D2, calcium flux, EC20 dopamine potentiation. 0.34% of 340,000 active. potentiation, % at 10 µM;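 active = potentiation over 3 SD above the plate norm, cut at about 30% in these data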; note: 0% is about no effect
#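 Potentiation of an EC20 dopamine calcium response is measured in a force-coupled, tetracycline-inducible Hek293 Trex D2 line. Compound-only kinetic reads over 180 s flag agonists before dopamine addition.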
# TRHR enhancer = qHTS for Small Molecule Agonists and Allosteric Enhancers of Human TRH Receptor: Primary Screen for Enhancers; AID 493056, 2011; TRHR cells, fluo-8 calcium fluorescence, EC20 TRH enhancement; Thyrotropin-releasing hormone receptor (Homo sapiens), P34981; enhancement, % at 2 µM; 0.66% of 360,000 active; in the data active = enhancement above about 30%; note: 0% is about no effect
#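 Enhancer read-out: after compound pinning and an initial kinetic agonist-mode read, an EC20 of TRH (10 nM final) was injected and fluo-8 calcium signal (Ex 480/Em 530) followed at 1 s/cycle for 100 cycles in TRHR-expressing cells.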
# * hit, by the source's call; ? = inconclusive; · = not tested or not shown. Cut-off read from the data, not from the text of the source, unless noted: active = activation above about 30%; inactive = the rest.
SMILES,D1 ag,D2 antag,D1 potentiator,D1 antagonist,TRHR ag,RXFP1 antagonist,D2 ag,D2 PAM,TRHR enhancer
Cc1ccc(S(=O)(=O)N(CCC(=O)O)Cc2ccc(Cl)cc2)cc1,2,19,-1,-6,0.4,-9,-0.3,0,-2
CN(C)c1cccc(C(=O)Nc2nc3ccc(S(=O)(=O)N4CCCC4)cc3s2)c1,2,·,-1,-27,-0.5,-4,-1.1,9,5
N=c1n(CCO)c2ccccc2n1CCOc1ccc(F)cc1,-1,·,1,-10,0.0,-6,0.9,4,4
CCN1CCN(c2cc(C)c3cc(NC(=O)c4cccc(Cl)c4)ccc3n2)CC1,4,·,-1,7,0.2,-7,·,0,6
COC(=O)c1ccc(/C=C/C(=O)c2ccc(OC)c(OC)c2)cc1,2,-10,-7,4,0.2,?,0.8,-5,36*
C=CCOc1cccc(CNCCCN2CCOCC2)c1,4,-9,-1,-10,1.0,3,1.1,-3,-7
O=C(Nc1cccc(Cl)c1)Nc1nnc(-c2ccccc2)o1,2,-11,-2,-18,0.4,2,1.1,-2,6
CC1(C)CC(=O)C=C(Nc2ccc3c(c2)OCCO3)C1,3,22,-4,-15,0.2,-16,0.4,2,-1
CC(c1n[nH]c(=S)n1Cc1ccccc1)N(C)C (stereo not drawn),1,·,4,12,1.5,-2,·,·,-7
CCCC(=O)OCCNc1cc(Sc2nccn2C)c2nonc2c1[N+](=O)[O-],3,22,-9,-32*,-0.3,-81*,0.3,-2,-11
C=CCSc1nc2[nH]ncc2c(=O)[nH]1,6,-3,2,7,-0.2,-4,0.5,1,1
CSc1nc(Oc2ccc(C)cc2)cc(C(F)(F)F)n1,3,·,-2,2,0.0,-15,·,·,-2
COc1ccc(CCNC(=O)CCc2ccc(OC)cc2)cc1,2,-1,-3,-24,-0.5,1,-0.4,-6,-4
CC1(C)CC(=O)C(C=NCCc2ccc(S(N)(=O)=O)cc2)=C(O)C1,2,·,7,-8,0.4,1,·,·,5
O=S(=O)(c1ccc(Cl)cc1)N1CCN(c2nc(-c3cccs3)nc3ccccc23)CC1,2,-19,0,15,0.2,3,0.6,9,3
COc1ccc(F)cc1S(=O)(=O)N1CCN(Cc2ccc3c(c2)OCO3)CC1,4,-24,-2,7,0.2,-2,1.0,10,7
Cc1ccc(C2=NN(S(C)(=O)=O)C(c3ccc4c(c3)OCO4)C2)cc1 (stereo not drawn),1,8,7,14,-0.6,-18,-0.7,-2,14
CN(C)CCCN(C(=O)CCc1ccccc1)c1nc2ccc(F)cc2s1,32*,9,-7,-6,4.2,-16,2.3,-27,0
O=C(NCCCCCCNC(=O)OCCO)OCCO,7,-1,-3,25,0.2,-6,0.7,6,4
O=C(N/N=C/c1ccco1)c1cc(-c2ccccc2)nc2ccccc12,5,37*,-1,-4,-0.7,-10,-0.1,-20,-1

# Another view of 2 compounds above:
# Values run as follows: D1 ag, D2 antag, D1 potentiator, D1 antagonist, TRHR ag, RXFP1 antagonist, D2 ag, D2 PAM, TRHR enhancer
C=CCOc1cccc(CNCCCN2CCOCC2)c1
 : 4, -9, -1, -10, 1.0, 3, 1.1, -3, -7
C=CCSc1nc2[nH]ncc2c(=O)[nH]1
 : 6, -3, 2, 7, -0.2, -4, 0.5, 1, 1

# Structures above shown as hits in RXFP1 antagonist.
smiles	D1 ag	D2 antag	D1 potentiator	D1 antagonist	TRHR ag	RXFP1 antagonist	D2 PAM	TRHR enhancer
CCCC(=O)OCCNc1cc(Sc2nccn2C)c2nonc2c1[N+](=O)[O-]	3	22	-9	-32*	-0.3	-81*	-2	-11

# Some of the entries so far, with two lines to a compound:
# Values run as follows: D1 ag, D2 antag, D1 potentiator, D1 antagonist, TRHR ag, RXFP1 antagonist, D2 ag, D2 PAM, TRHR enhancer
CCCC(=O)OCCNc1cc(Sc2nccn2C)c2nonc2c1[N+](=O)[O-]
 : 3, 22, -9, -32*, -0.3, -81*, 0.3, -2, -11
CC1(C)CC(=O)C=C(Nc2ccc3c(c2)OCCO3)C1
 : 3, 22, -4, -15, 0.2, -16, 0.4, 2, -1
O=C(NCCCCCCNC(=O)OCCO)OCCO
 : 7, -1, -3, 25, 0.2, -6, 0.7, 6, 4

# Next section
SMILES,D1 ag,D2 antag,D1 potentiator,D1 antagonist,TRHR ag,RXFP1 antagonist,D2 ag,D2 PAM,TRHR enhancer
CCc1cccc(NC(=O)CSC2=NS(=O)(=O)c3ccccc32)c1,4,-6,0,-3,0.4,-25,-0.2,-7,-3
CCN1CC(c2ccccc2)C(c2ccc(Cl)cc2)=N1 (stereo not drawn),3,-4,3,20,-0.5,-24,-0.3,-11,-2
COc1ccc(C)cc1NC(=O)CSc1nc2ccccc2nc1N1CCCC1,1,14,7,30,0.0,0,-0.8,6,-2
COc1ccc(-c2nnc(NC(=O)CSc3ccc(Cl)cc3)s2)cc1OC,2,-10,5,0,1.0,-24,0.9,-1,25
NS(=O)(=O)c1ccc(CCNc2nccn(-c3cccc(C(F)(F)F)c3)c2=O)cc1,3,·,-5,-32*,-0.5,·,-0.4,0,-2
CC(=O)Nc1ccccc1N(CC(O)Cn1c2ccccc2c2ccccc21)S(=O)(=O)c1ccc(C)cc1 (stereo not drawn),2,-4,-4,-18,0.0,-24,0.7,11,0
O=C(Nc1cccc(OC(F)(F)F)c1)c1ccc(Br)o1,12,0,-8,0,-0.6,-29,0.3,7,12
COc1ccc(-c2cc(C(F)(F)F)nc(N)n2)cc1,1,9,0,-6,-0.4,-61*,-0.6,5,-4
O=C(Nc1ccccn1)C(F)(F)C(F)(F)C(F)(F)C(F)(F)C(=O)Nc1ccccn1,7,3,0,-10,0.3,5,-0.5,2,-3
Cc1ccc2[nH]c(=O)c(-c3noc(C(C)C)n3)cc2c1,-1,1,-4,-13,-0.2,·,-1.1,-1,-1
COc1ccc(S(=O)(=O)N(CC(=O)O)Cc2ccccc2)cc1OC,2,-3,1,3,-0.1,-10,0.3,-2,-3
CCOc1cc(C2C(C(=O)N3CCCCC3)=C(C)NC3=C2C(=O)CC(C)(C)C3)ccc1O (stereo not drawn),1,20,1,-1,0.1,4,-0.7,-3,1
Cc1cc(N)c(NC2=CC(=O)CC(C)(C)C2)cc1C,31*,19,4,15,-0.6,11,-0.6,1,1
C=CCSC(=S)Nc1c(C)n(C)n(-c2ccccc2)c1=O,3,-7,2,-1,0.7,-16,2.2,4,5
COc1ccccc1CNC(=O)CSC(=S)N1CCCC1,-2,-7,-5,-7,-1.3,-4,0.4,1,-6
COCCCNC(=O)c1oc2c(c1C)-c1nn(Cc3ccccc3Cl)cc1CC2,2,·,2,-2,0.4,-20,1.2,12,0
CN1C(=O)N(CN2CCCCC2)C2C1N(C)C(=O)N2CN1CCCCC1 (stereo not drawn),0,22,-1,0,1.9,5,-0.3,·,0
O=C(c1ccc(Cn2ccc([N+](=O)[O-])n2)cc1)N1CCN(Cc2ccccc2)CC1,2,0,-3,-6,0.8,10,0.0,-8,-12
CC(C)Cn1nc(NS(=O)(=O)c2cccc3nonc23)c2cc3ccccc3nc21,-1,-11,-3,-14,-0.2,-24,-0.1,2,-2
O=C1N=C(N2CCOCC2)SC1=C1CCCCC1,6,-7,1,3,-0.3,-4,-2.7,12,6

# Just D1 potentiator, RXFP1 antagonist and D2 ag, for five of the compounds above:
SMILES | D1 potentiator | RXFP1 antagonist | D2 ag
CCN1CCN(c2cc(C)c3cc(NC(=O)c4cccc(Cl)c4)ccc3n2)CC1 | -1 | -7 | ·
COc1ccc(CCNC(=O)CCc2ccc(OC)cc2)cc1 | -3 | 1 | -0.4
Cc1ccc(C2=NN(S(C)(=O)=O)C(c3ccc4c(c3)OCO4)C2)cc1 (stereo not drawn) | 7 | -18 | -0.7
CCCC(=O)OCCNc1cc(Sc2nccn2C)c2nonc2c1[N+](=O)[O-] | -9 | -81* | 0.3
CCOc1cc(C2C(C(=O)N3CCCCC3)=C(C)NC3=C2C(=O)CC(C)(C)C3)ccc1O (stereo not drawn) | 1 | 4 | -0.7

# Continuation:
SMILES,D1 ag,D2 antag,D1 potentiator,D1 antagonist,TRHR ag,RXFP1 antagonist,D2 ag,D2 PAM,TRHR enhancer
COc1ccc(NC(=O)C(Cc2c[nH]c3ccccc23)NC(=O)OC(C)(C)C)cc1 (stereo not drawn),-1,·,3,1,-0.9,-3,-2.1,-10,-3
Cc1ccc(N(Cc2ccc(C(=O)NC3CCCCC3)cc2)S(C)(=O)=O)cc1C,3,13,-1,-1,-1.2,10,1.1,6,7
COCCSc1ccccc1C(=O)NCc1ccc(S(N)(=O)=O)cc1,0,-10,-3,0,-1.4,9,0.0,7,11
O=S(=O)(CCN1CCOCC1)c1ccc(Oc2ccc(S(=O)(=O)CCN3CCOCC3)cc2)cc1,1,13,-3,-5,0.6,-1,-1.0,3,1
COc1ccc(Cc2nnc(NC(=O)c3ccc(Cl)c([N+](=O)[O-])c3)s2)cc1,3,2,-2,-18,-0.5,-3,-0.4,10,0
Cc1nn(C(=O)c2c([N+](=O)[O-])cnn2C)c(C)c1Cl,-1,-1,0,6,-0.6,-2,-1.2,-6,2
CN(C)c1ccc(N2C(=NC(=O)COc3ccccc3)SC3CS(=O)(=O)CC32)cc1 (stereo not drawn),14,-6,1,-1,0.1,7,-1.5,6,9
c1ccc(COc2ccc(OCCOCCn3cncn3)cc2)cc1,9,-9,-8,-23,0.7,-4,-2.0,·,8
Cc1ncc(CO)c2c1Oc1nc(-c3ccccc3)nc(SCC(=O)Nc3cccc(O)c3)c1C2,3,-21,3,-3,0.9,-4,0.1,15,6
COc1ccc(S(=O)(=O)Nc2cccnc2)c(Cl)c1Cl,4,6,-3,-25,0.9,-10,0.0,11,0
CCOc1cc(C(=S)N2CCOCC2)ccc1OC(=O)c1cc(OC)c(OC)c(OC)c1,3,7,-2,5,-0.2,-15,-0.3,-5,-3
C=CCn1c(=O)c2ccccc2n2c(SCc3c(C(=O)OCC)oc4ccccc34)nnc12,1,10,-1,-15,-0.2,-6,0.2,11,27

# Bioassay records (PubChem)
